SDO1 yeast rescue = growth rescue of sdo1-depleted yeast, primary screen, S. cerevisiae, bone marrow failure model | AID 817, 2007 | z-score at 10 µM | S. cerevisiae sdo1-depleted JHY4D growth rescue, OD600 30 h; stronger effect = higher value; pdr5 snq2 efflux-pump mutant strain | 0.21% of 140,000 active;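 active = z-score above 3 at both the 24 hr and the 30 hr optical density reads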;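 also: z-score against mean and SD of all compound wells on the same plate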
INS promoter inh = inhibitors of insulin promoter-driven GFP, primary screen, imaging, TRM-6 cells (human fetal islet line), eGFP reporter, cell count; inhibition, % at 2 µM; 0.9% of 130,000 active; reporter expression induced with tamoxifen;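 active = inhibition above the mean plus 3 SD, with well images judged a real hit on visual review, cut at about 60% in these data, passing the limit was not always enough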
SDO1 yeast rescue Rescue 24 h = second read-out of SDO1 yeast rescue, no call of its own (marks repeat the call); z-score; S. cerevisiae sdo1-depleted JHY4D growth rescue, OD600; measured here: growth rescue at 24 h;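 0 is the plate mean of compound wells and units are plate SD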
The depositor's hits bear a star; / = not tested or not shown. An excerpt; count on the stated rates, not on these rows.

A first look (13 entries):
Value order – INS promoter inh	SDO1 yeast rescue	SDO1 yeast rescue Rescue 24 h
CC(C)OCCCNC(=O)c1c(N)n(/N=C/c2ccccn2)c2nc3ccccc3nc12
    /	-1.4	-0.16
CCCCCn1c(CNC(=O)c2cccs2)nc2ccccc21
    -107	-0.91	-0.73
CC(C)Cn1c(=O)c(-[n+]2ccccc2)c([O-])c2ccccc21
    -67	/	/
CCCCC(=O)N/N=C/c1sccc1C
    -8	1.3	1.9
Clc1cc(Br)ccc1OCCOCCN1CCOCC1
    -50	-0.81	-0.5
COc1ccccc1N1CCN(C(=O)c2cc3sccc3n2C)CC1
    23	-1.4	-1.2
CCOc1ccc(NC(=O)NCCCN2CCCC2)cc1
    48	0.61	0.33
O=C(CSc1nnc(-c2ccco2)n1-c1ccccc1)N1CCc2ccccc21
    -27	/	/
COc1ccccc1OCCOCCOc1c(C)cc(C)cc1Br
    28	0.23	-0.4
CC(C)Oc1ccc(NC(=O)CCC(=O)O)cc1
    13	-0.5	-1.1
COc1cccc(C(c2nnnn2Cc2ccco2)N2CCN(Cc3ccccc3)CC2)c1OC (configuration not stated)
    13	/	/
NC(=O)NC(=O)COC(=O)c1ccccc1Oc1ccccc1
    -119	0.09	-0.39
Cc1cccc(Nc2nc(-c3c(C)nc4ccccn34)cs2)c1
    /	-1.6	-0.33

Results (from the top)
Value order – INS promoter inh	SDO1 yeast rescue	SDO1 yeast rescue Rescue 24 h
CC(C)OCCCNC(=O)c1c(N)n(/N=C/c2ccccn2)c2nc3ccccc3nc12
    /	-1.4	-0.16
CCCCCn1c(CNC(=O)c2cccs2)nc2ccccc21
    -107	-0.91	-0.73
CC(C)Cn1c(=O)c(-[n+]2ccccc2)c([O-])c2ccccc21
    -67	/	/
CCCCC(=O)N/N=C/c1sccc1C
    -8	1.3	1.9
Clc1cc(Br)ccc1OCCOCCN1CCOCC1
    -50	-0.81	-0.5
COc1ccccc1N1CCN(C(=O)c2cc3sccc3n2C)CC1
    23	-1.4	-1.2
CCOc1ccc(NC(=O)NCCCN2CCCC2)cc1
    48	0.61	0.33
O=C(CSc1nnc(-c2ccco2)n1-c1ccccc1)N1CCc2ccccc21
    -27	/	/
COc1ccccc1OCCOCCOc1c(C)cc(C)cc1Br
    28	0.23	-0.4
CC(C)Oc1ccc(NC(=O)CCC(=O)O)cc1
    13	-0.5	-1.1
COc1cccc(C(c2nnnn2Cc2ccco2)N2CCN(Cc3ccccc3)CC2)c1OC (configuration not stated)
    13	/	/
NC(=O)NC(=O)COC(=O)c1ccccc1Oc1ccccc1
    -119	0.09	-0.39
Cc1cccc(Nc2nc(-c3c(C)nc4ccccn34)cs2)c1
    /	-1.6	-0.33
C=CCn1cc(C(=O)NCCCOC)c(=O)c2cc(S(=O)(=O)N(CC)CC)ccc21
    /	0.66	0.11
O=C(N/N=C\c1cccc(Cl)c1)c1n[nH]c2c1CCCC2
    7	-1.1	-1.4
Cc1cccc(C(C)C)c1NC(=O)C1CN(S(=O)(=O)c2ccccc2)CCN1S(=O)(=O)c1ccccc1 (configuration not stated)
    /	0.11	0.05
Cn1c(=O)c2c(nc(N3CCc4ccccc4C3)n2C)n(C)c1=O
    35	/	/
COc1cc(N=C2C(=O)N3CCCc4cccc2c43)cc(OC)c1
    24	0.16	-0.21
CC(C(=O)O)N1C(=O)/C(=C/c2cccn2C)SC1=S (configuration not stated)
    -24	2	2.3
O=C(O)CC1S/C(=N\N=C/c2ccccc2O)N(c2ccc(O)cc2)C1=O (configuration not stated)
    -8	/	/
CN1CCN(Cc2nc3c([nH]2)c(=O)[nH]c(=O)n3C)CC1
    /	-0.4	-1.2
COC(=O)C(C#N)c1nc2ccccc2nc1N1CCCC1 (configuration not stated)
    44	-1.9	-1.4
COc1ccc(N2CCN(CC(O)COC(C)(C)C)CC2)cc1 (configuration not stated)
    60	/	/
O=C1c2cccc([N+](=O)[O-])c2C(=O)N1c1cccnc1
    50	/	/
COc1cc(C#N)ccc1OCC(=O)c1ccc2c(c1)OCCO2
    30	-0.07	-0.65
O=C(NCc1ccccc1Cl)C1CCN(S(=O)(=O)N2CCCCCC2)CC1
    /	0.24	-0.61
Cc1ccc(S(=O)(=O)N2CCCC(C(=O)N(Cc3cccs3)C3CC3)C2)cc1 (configuration not stated)
    /	-1.6	-1.3
CN1CCC(=NNC(=O)c2ccc(N(Cc3ccc(Cl)cc3)S(C)(=O)=O)cc2)CC1
    7	1.1	1.5
C/C(=N\NC(=O)c1nn(C)c(C)c1Br)c1ccc(NC(=O)c2ccccc2F)cc1
    21	0.56	0.28
Nn1c(Cc2cccc3ccccc23)nnc1SCn1nnc2ccccc2c1=O
    -400	-1	-1.2
COC(=O)C(C(=O)OC)C(C(C)C)C(C(=O)OC)C(=O)OC
    -25	0.62	0.56
O=C(NCCc1ccccc1)C1c2ccccc2C(=O)N1Cc1cccs1 (configuration not stated)
    -50	/	/
COc1ccccc1C(=O)Nc1ccc(S(=O)(=O)NC2=NCCCCC2)cc1
    29	/	/
CCOC(=O)N1CCN(C(=O)CSc2nnc(Cc3ccccc3)o2)CC1
    29	1.6	2.9
O=C(Nc1cccc2ncccc12)c1ccc(Br)c([N+](=O)[O-])c1
    0	/	/
N=c1c2c3c(sc2ncn1Cc1ccco1)CCCCC3
    -3	-0.32	-0.66
Cc1cccc(C)c1NC(=O)CSc1nnc([C@H](C)NC(=O)OC(C)(C)C)o1
    /	-0.03	-0.05
COc1ccc(CC(=O)N(C)C2CCCCC2)cc1S(=O)(=O)N1CCOCC1
    -20	/	/
O=C(c1cccc(Cl)c1)N1CCC(=O)N(C(COCc2cccc(Cl)c2)Cc2ccccc2)CC1 (configuration not stated)
    20	-0.71	-0.62
Cn1c(N)c(S(=O)(=O)c2ccc(Br)cc2)c2nc3ccccc3nc21
    /	0.94	3.2
CN(C(=S)Nc1ccc(Oc2ccccc2)cc1)C1CCCCC1
    33	-1.4	0.05
C=CCN(C(=O)Nc1ccc2oc(C)nc2c1)c1ccccc1
    3	0.15	1.1
CCN1CCN(C(=O)/C=C/c2ccc3c(c2)OCO3)CC1
    14	/	/
CC(C)(C)N1CC(COc2ccccc2)OC1=O (configuration not stated)
    -11	-0.09	-0.46
COc1ccc(CNC(=O)C2CC(c3cccc([N+](=O)[O-])c3)=NO2)cc1 (configuration not stated)
    -3	1	-0.47
Nc1nonc1-c1noc(-c2ccccc2)n1
    -128	-0.31	-0.67
COc1ccc(CCC(=O)OC(C)C(=O)c2ccc(C)cc2)cc1 (configuration not stated)
    -62	0.28	0.74
O=C1c2ccccc2C(=O)N1CCOc1ccccc1
    -7	/	/
Cc1nc(Cl)c(C(=O)NC(C)(C)C)c(C)c1Cl
    -19	1.5	1.1
CCOc1ccc(Cc2noc3c2C(=O)CCC3)cc1OCC
    -56	/	/
CCn1cc(CNC(=O)c2cccc([N+](=O)[O-])c2)cn1
    -15	0.99	0.52
CCOC(=O)N1CCN(C(=O)Nc2cccc(Cl)c2)CC1
    /	-0.22	-0.74
COC(=O)CCC(=O)c1oc2ccc(OC)cc2c1N
    7	-0.07	-0.61
Cn1c(Cn2nnc3ccccc32)nnc1SCC(=O)c1ccccc1F
    -1	-0.05	-1.3
COc1ccc(Nc2nc(-c3cccs3)nc3ccccc23)cc1
    -13	-1.6	-0.69
O=C(N=Nc1c(O)[nH]c2ccc([N+](=O)[O-])cc12)c1cc(-c2ccccc2Cl)nc2ccccc12
    3	-0.34	0.4
c1ccc(-n2ncc3c(N4CCC5(CC4)OCCO5)ncnc32)cc1
    -13	-0.03	-0.37
CC(C)CC(=O)NC(=S)NNC(=O)c1cccc([N+](=O)[O-])c1
    40	/	/
Fc1cccc(CN2CCN(C(=S)NCCc3ccccc3)CC2)c1
    -12	/	/
CCOCCCn1c(=S)[nH]c2ncccc2c1=O
    100*	2.5	1.6

Entries listed so far printed as active in INS promoter inh.
Value order – INS promoter inh	SDO1 yeast rescue	SDO1 yeast rescue Rescue 24 h
CCOCCCn1c(=S)[nH]c2ncccc2c1=O
    100*	2.5	1.6

Other entries:
Value order – INS promoter inh	SDO1 yeast rescue	SDO1 yeast rescue Rescue 24 h
Cc1cnc(C(=O)NCC(c2ccccc2)c2ccccc2)cn1
    -9	/	/
COC(=O)C1(CCSC)NC(c2ccco2)C2C(=O)N(C)C(=O)C21 (configuration not stated)
    6	0.72	0.41
COc1cccc(Sc2cc(N3CCOCC3)nc(-c3ccccc3)n2)c1
    /	-1.4	-1.2
CCOc1ccccc1N1CCN(c2nc3ccccc3nc2C(C#N)C(=O)OC)CC1 (configuration not stated)
    /	0.16	-0.02
COc1cc(OC)c(N(C)C(=O)CCNC(=O)Cn2cnc3ccccc3c2=O)cc1Cl
    -16	0.13	-0.19
CC(NC(=O)c1cc(=O)[nH]c2ccc(Br)cc12)c1ccccc1 (configuration not stated)
    -45	/	/
Cc1cccc(NC(=O)C2CCCN(c3nc(C)cc(C)n3)C2)c1 (configuration not stated)
    11	-1.3	-0.59
O=C1c2ccccc2C(=O)N1n1cccc1
    /	-0.21	-0.32
O=C(CSc1nnc2sc3ccccc3n12)c1ccco1
    -84	-1.1	-0.34
Brc1ccc(-n2cc(-c3ccccc3)c3c(NN4CCOCC4)ncnc32)cc1
    /	-1.4	-0.83
CCOC(=O)c1cn(CC)c2cc(N3CCOCC3)c(F)cc2c1=O
    -21	-0.97	-1.1
CCn1c(C)cc(/C=C2/SC(=S)NC2=O)c1C
    /	0.1	1.8
CC(=O)CC(C)(C)S(=O)(=O)c1ccc(Oc2ccc(S(=O)(=O)C(C)(C)CC(C)=O)cc2)cc1
    -40	-1	-0.84
COc1ccc2c(c1)O[C@H](c1ccc3c(c1)OCO3)[C@@H](O)C2=O
    -29	0.17	-0.06
CCC(C)c1ccc2oc(-c3ccc(NC(=O)Cn4cnc5c(=O)n(C)c(=O)n(C)c54)cc3)nc2c1 (configuration not stated)
    -196	-0.82	1.8
COc1ccccc1/C=C/C(=O)N1CCC(c2ccccc2)C1 (configuration not stated)
    -3	0.24	0.49
O=C(O)c1ccc2c(=O)[nH]c(CN3CCOCC3)nc2c1
    20	1.1	0.99
Cc1ncc(S(=O)(=O)c2ccccc2)c(-c2ccccc2Cl)n1
    23	0.27	0.21
COc1cc(C(N)=O)ccc1OCc1ccccc1
    18	-0.59	-1.1
CCOC(=O)c1cnc2c(OC)cccc2c1N1CCN(c2ccc(OC)cc2)CC1
    -108	0	1.8
CC(C)Cc1c2c([nH]c(=S)c1C#N)CCCC2
    21	-1	-0.7
CCOC(=O)Cc1csc(NC(=O)CCCN2C(=O)c3ccccc3C2=O)n1
    38	-0.39	-0.68
Cc1ccc(C)c(NC(=O)CSc2nnc(C)c(=O)n2N)c1
    -20	0.97	-0.21
COc1cc(NC(C)=O)ccc1-c1cc2ccccc2oc1=O
    7	/	/
CCOC(=O)Cc1csc(SCC(=O)NC2CCCCC2)n1
    -21	0.09	-0.09
CCCCn1nc(C(=O)N2CCc3ccccc32)c2ccccc2c1=O
    -48	-0.39	0.14
N#Cc1c(N)nc(N2CCCC2)c(C#N)c1-c1ccc(Cl)cc1
    /	-1.4	-1.6
O=S(=O)(CCc1nnc(-c2ccc(Br)cc2)o1)c1ccc(Cl)cc1
    22	0.04	0.08
CCOc1ccc(S(=O)(=O)c2c(C(=O)c3ccccc3)cnc3cc4c(cc23)OCCO4)cc1
    /	-0.49	-0.38
Cc1ccc(C(=O)NC2CCN(C(=O)NC3CCCCC3)CC2)cc1
    33	1.4	1.9
CCC(=O)Nc1ccc2c(c1)nc1n2CCSC1
    /	-0.39	-0.92
OCC(O)CN(c1ccccc1)c1ccccc1 (configuration not stated)
    8	/	/
COc1ccc(C2=NN(c3nc4ccccc4s3)C(=O)/C2=C\N(C)C)cc1
    4	-0.21	0.41
CN(/C=C/c1c([N+](=O)[O-])c(=O)n(C)c(=O)n1C)c1ccccc1
    7	/	/
CSC1=N/C(=C\c2ccc3c(c2)OCO3)C(=O)S1
    -54	0.4	1.5
COc1ccc(-n2c(SCC(=O)NCc3ccco3)nc3c([nH]c4ccccc43)c2=O)cc1
    /	0.2	-0.18
CCOC(=O)NC(O)C(=O)c1cccs1 (configuration not stated)
    /	1.5	2.3
CCOC(=O)c1cnn(-c2cc(Oc3ccccc3C)ncn2)c1N
    10	-1.4	-1.3
Cc1ccc2nc3c(cc(C(=O)NCCCn4ccnc4)n3C)c(=O)n2c1
    45	-0.19	-0.33
O=C(c1cccs1)c1cn(CC(=O)N2CCc3ccccc3C2)c2ccccc12
    -50	-0.44	-0.25
Nc1nc(CN2CCN(c3cccc(Cl)c3)CC2)nc(N2CCCc3ccccc32)n1
    -12	-1.9	-1.3
O=C(c1cc(-c2ccccc2)on1)N1CCN(Cc2ccc3c(c2)OCO3)CC1
    28	-1.5	-1
Cc1ccc(CNc2ccc(N3C(=O)CCCC3=O)cc2[N+](=O)[O-])cc1
    -25	0.49	0.04
CCOC(=O)C1=C(C)N(c2ccccc2)C(=O)C1
    47	-0.41	-1.1
CCOC(=O)c1cc(-c2ccc(C)cc2)n(CCC(=O)NCCCOC)c1C
    -9	0.82	1.5
c1cncc(-c2nc(-c3ccc4c(c3)OCO4)cs2)c1
    52	-1.8	-1.2

Bioassay records from PubChem BioAssay.
